Compound activity as filed in PubChem BioAssay.
POLB inh – DNA polymerase beta (human) inhibition; Pol beta primer extension/strand displacement, fluorescence kinetic; Potency, µM (doses to about 114 µM), for the others: at the highest dose activity change, negative = inhibition, hits mostly inhibitors; hit rate 1.3% among 340,000; note: potency is the fitted concentration of half-maximal effect; % is set by controls: 0 for no effect and ±100 for the full control effect
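Values derive from four-parameter Hill fits of normalized kinetic data: reads at 0 and 10 min following addition of 50 nM substrate to 10 nM Pol beta preincubated 15 min with compound.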
ERG Ets-DNA blk – ERG Ets/DNA interaction inhibition; P11308; fluorescence polarization, His-ERG Ets domain / labelled DNA; Potency, µM (series often up to 76.9 µM), for the others: at the top dose FP activity, negative = inhibition, most hits filed as inhibitors; hit rate 0.028% among 370,000; AID 624246; active = well fitted inhibition curve with a large enough effect in the polarisation, with a control signal flat; inconclusive = small, poorly fitted or top-dose-only effect, or effect the other way, or a change in a side signal; inactive = no such curve, though single readings can be large or run the other way; the % refers to the polarisation;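 note: polarization taken with two DNA probes labelled with fluorescein and Texas red; potency is the fitted concentration of half-maximal effect; % of control where 0% means no effect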
Target sequence (P11308 whole entry, looked up, the tested form may be a part): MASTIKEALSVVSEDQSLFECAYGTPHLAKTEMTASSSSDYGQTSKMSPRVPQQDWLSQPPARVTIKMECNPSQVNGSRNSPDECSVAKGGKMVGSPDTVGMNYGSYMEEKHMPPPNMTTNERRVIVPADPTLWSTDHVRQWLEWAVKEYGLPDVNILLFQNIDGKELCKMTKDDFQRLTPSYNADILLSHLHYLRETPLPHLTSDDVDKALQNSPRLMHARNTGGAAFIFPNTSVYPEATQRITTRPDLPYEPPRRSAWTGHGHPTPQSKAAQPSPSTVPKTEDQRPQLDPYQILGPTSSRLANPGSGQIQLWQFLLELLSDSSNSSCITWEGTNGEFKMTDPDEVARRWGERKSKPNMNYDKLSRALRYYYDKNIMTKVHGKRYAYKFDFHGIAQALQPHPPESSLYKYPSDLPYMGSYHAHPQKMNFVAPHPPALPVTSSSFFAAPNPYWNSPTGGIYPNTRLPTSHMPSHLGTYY
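His-tagged ERG Ets domain (1 uM in the protein solution; 300mM KCl, 50mM Tris-HCl, 1mM EDTA, 1mM DTT, pH 7.5) received compound, then a probe mix of 5 nM fluorescein-DNA and 100nM Texas-615-DNA. Fluorescence polarization was read for both dyes.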
BLM helicase inh – blocks DNA unwinding by human BLM helicase; P54132; recombinant BLM DNA unwinding, fluorescence dequenching; Potency, µM (top dose mostly 56.1 µM), without a hit: at the top dose activity change, negative = inhibition, most hits filed as inhibitors; AID 2528; hit rate 0.2% among 350,000;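 note: potency is the fitted concentration of half-maximal effect; plate controls were vehicle for no effect and no enzyme for full effect; nearly all actives have a fitted effect of over 35% in size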
Anesthetic bind – candidate novel general anesthetic via apoferritin binding. AID 485281. P02791. Potency, µM (titrated, usually from 77.5 µM), for the others: at the highest dose activity change, negative = displacement, most hits filed as inhibitors. hit rate 0.074% among 350,000. apoferritin/1-aminoanthracene competitive binding, fluorescence; note: potency is the fitted concentration of half-maximal effect; % is set by controls: 0 for no effect and ±100 for the full control effect; nearly all actives have a fitted effect of over 20% in size
Target sequence (P02791 2-175 limits assumed): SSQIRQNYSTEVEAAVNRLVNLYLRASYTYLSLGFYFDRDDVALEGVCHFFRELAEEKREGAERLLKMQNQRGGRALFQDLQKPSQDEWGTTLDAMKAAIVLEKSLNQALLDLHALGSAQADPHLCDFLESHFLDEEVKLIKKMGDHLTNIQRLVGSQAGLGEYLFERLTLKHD
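10 uM apoferritin + 50% sat. 1-AMA, PBS; cpd 10 min RT; Ex380/Em535 endpoint; normalized to free probe vs complex; 4-param Hill fit; propofol titration as pos. ctrl.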
TRHR ag – agonists of human TRH receptor | hit rate 0.18% among 360,000 | activation, % at 2 µM | TRHR cells, calcium flux fluo-8, FDSS agonist mode | P34981; in the data active = activation above about 30%; note: 0% is about no effect
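Agonist-mode FDSS calcium read (Ex 480/Em 530, 1 s cycles) in 1536-well TRHR cells with fluo-8 dye, after 10-cycle baseline and 23 nL compound addition; TRH at EC20 (10 nM final) added afterwards for the enhancer phase.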
APEX1 inh – APE1 (human) endonuclease inhibition. P27695. recombinant APE1, TAMRA/BHQ-2 abasic DNA cleavage fluorescence. Potency, µM (highest dose often 65.8 µM), for the others: at the top dose activity change, negative = inhibition, usual class: inhibitors. hit rate 0.35% among 350,000. AID 2517;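 note: potency is the fitted concentration of half-maximal effect; plate controls were vehicle for no effect and reference inhibitor for full effect; nearly all actives have a fitted effect of over 55% in size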
Target sequence (P27695 whole entry, looked up): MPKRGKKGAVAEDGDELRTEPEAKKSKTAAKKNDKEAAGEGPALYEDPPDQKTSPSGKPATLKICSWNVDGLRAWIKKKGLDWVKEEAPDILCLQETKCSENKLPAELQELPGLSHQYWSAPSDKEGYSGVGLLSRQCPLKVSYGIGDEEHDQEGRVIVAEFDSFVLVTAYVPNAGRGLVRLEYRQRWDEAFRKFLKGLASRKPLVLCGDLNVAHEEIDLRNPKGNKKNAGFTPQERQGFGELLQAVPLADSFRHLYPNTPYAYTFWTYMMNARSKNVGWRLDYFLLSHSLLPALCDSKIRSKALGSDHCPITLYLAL
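Activity was derived from the fluorescence gain between first and third kinetic reads (60 s intervals, ex 525/em 598 nm) after 50 nM THF-abasic TAMRA/BHQ-2 duplex was added to 0.75 nM APE1 preincubated 15 min with compound.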
ALOX12 inh – inhibitors of human 12S-lipoxygenase ALOX12; P18054; hit rate 1.1% among 580,000; Potency, µM (doses to about 108 µM), inactives show at the highest dose activity change, negative = inhibition, most hits filed as inhibitors; AID 1671190; purified 12hLO, xylenol orange hydroperoxide absorbance; note: potency is the fitted concentration of half-maximal effect; % is set by controls: 0 for no effect and ±100 for the full control effect
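Purified human 12hLO at 150 nM in 25 mM Hepes, 0.01% Triton X-100, pH 7.0, preincubated 15 min at room temperature with compound. Reaction started with 40 uM arachidonic acid, 30 min at room temperature. Hydroperoxide measured by Fe-xylenol orange, 573/405 nm absorbance ratio.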
Pol kappa inh – DNA polymerase kappa (human) inhibition | AID 588579 | Q9UBT6 | purified Pol kappa, fluorescent DNA synthesis assay, 10 min | hit rate 0.53% among 400,000 | Potency, µM (series often up to 107 µM), for inactives: at the highest dose activity, negative = inhibition, most hits filed as inhibitors; note: potency is the fitted concentration of half-maximal effect; % is set by controls: 0 for no effect and ±100 for the full control effect
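Enzyme at 10 nM met test compounds for 15 min at room temperature. Substrate addition (50 nM final) began the reaction, which was monitored by fluorescence at 0 and 10 min.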
POLI inh – DNA polymerase iota (human) inhibition. Q9UNA4. Pol iota fluorescent replication assay, 10 min. Potency, µM (doses to about 115 µM), for inactives: top-dose activity, negative = inhibition, usual class: inhibitors. hit rate 1% among 390,000. AID 588590; note: potency is the fitted concentration of half-maximal effect
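Fluorescent replication assay read twice, at 0 min and 10 min after adding 50 nM (final) substrate. Enzyme (10 nM) and compounds were first incubated 15 min at room temperature; enzyme-free buffer wells were negative controls.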
An asterisk follows results filed as active; ? = inconclusive; . = no result given; & = joins results of further samples; [ ] = dose if it differs, or a comment. Unless noted, calls come from the whole dose curve; as a rule, active = well fitted curve in the direction sought with a large enough effect; inconclusive = small, poorly fitted or top-dose-only effect, or another doubt; inactive = no such curve, though single readings can be large; an effect the other way counts as inactive or inconclusive. Only part of the results is shown; count on the stated rates, not on these rows.

SMILES	POLB inh	ERG Ets-DNA blk	BLM helicase inh	Anesthetic bind	TRHR ag	APEX1 inh	ALOX12 inh	Pol kappa inh	POLI inh
COc1cc(OC)c(OC)cc1CNC(=O)CCN1C(=O)c2cccc([N+](=O)[O-])c2C1=O	20.9%	-3.4%	-2.9%	6.8%	0.3	31.6%	-3.6%	-12.8%	?
S=C(NCCCc1ccccc1)NC1CCCCC1	21.8%	-0.7%	-3.7%	-17.1%	2.1	21.3%	44.7µM*	-6.0%	1.3%
COc1ccccc1Nc1nc(-c2sc(NC(=O)c3ccccc3)nc2C)cs1	21.2%	2.0%	0.5%	-4.1%	2.4	21.1%	?	7.8%	24.3%
Cn1c(SCc2cccc(Br)c2)nc2ccccc2c1=O	3.2%	-8.8%	-7.9%	-4.6%	1.0	-0.2%	22.1%	-0.6%	-12.7%
CC(=O)c1cccc(NC(=O)CCN2C(=O)C3C4CCC(C4)C3C2=O)c1 (stereo not drawn)	5.4%	-4.3%	0.4%	-3.5%	0.3	2.5%	.	-20.5%	26.7%
CC(C)c1ccc(NC(=O)CSc2nc(-c3ccccc3F)nc3nc[nH]c23)cc1	-8.9%	?	-4.1%	-6.4%	-0.1	3.0%	-15.8%	-5.9%	15.7%
Cc1ccccc1-c1nc(CS(=O)CC(=O)NCc2ccccn2)c(C)o1 (stereo not drawn)	21.4%	2.0%	-0.8%	-11.4%	0.1	30.5%	1.1%	-2.7%	38.7%
CCOC(=O)CSc1nc(C(C)C)nc2sc(C)c(C)c12	?	0.1%	-8.9%	3.5%	1.3	13.4%	-1.2%	-10.8%	102.8%[activator]
CC(C)(C)OC(=O)NCCCC[C@@H](C(=O)NCCCCCCCCCCC(=O)N1CCN(C(=O)OC(C)(C)C)CC1)n1cc(CCO)nn1	.	-9.8%	.	.	-0.3	1.3%	-1.3%	-11.7%	-2.0%
CCC(=O)Nc1ccc(NC(=O)CSc2nnnn2-c2ccc3c(c2)OCCO3)cc1	3.5%	-1.6%	-5.8%	-3.4%	2.0	18.6%	-7.9%	-7.4%	25.0%
CC(=O)Nc1ccc(S(=O)(=O)N2CCc3c(Cl)cccc3C2)cc1	1.7%	-0.2%	1.8%	21.4%	1.5	-4.3%	1.1%	15.3%	1.2%
O=P1(Nn2cnnc2)C=C(c2ccccc2)OC(c2ccccc2)=C1	18.1%	.	1.3%	-9.8%	0.3	-2.2%	-6.4%	-0.9%	6.2%
Cc1ccc(-n2ncc3c(NC(C)c4ccccc4)ncnc32)cc1 (stereo not drawn)	-13.8%	3.5%	-8.4%	-7.7%	2.1	.	?	-10.2%[60.1 µM]	-18.3%
CC1CN(S(=O)(=O)c2cccc(C(=O)OCC(=O)NCc3ccccc3)c2)CC(C)O1 (stereo not drawn)	.	3.4%	.	.	-0.1	7.3%	0.6%	-19.5%	4.6%
COCCCNC(=O)C(=O)NC1CCCCC1C (stereo not drawn)	60.4%[activator]	-4.3%	1.8%	-13.5%	0.2	10.6%	0.0%	-8.6%	?
C#CCN1C(=O)C(O)(CC(=O)/C=C/C=C/c2ccccc2)c2ccccc21 (stereo not drawn)	0.0%	-1.5%	-3.0%	-23.5%	0.2	-1.6%	0.0%	0.2%	-2.7%
O=C(Nc1ncccc1O)c1ccc(Cl)c(S(=O)(=O)N2CCCCC2)c1	.	-3.4%	.	.	0.3	10.4%	14.4%	-2.7%	28.4%
O=[N+]([O-])c1ccccc1S(=O)(=O)Oc1ccc(C(=S)N2CCOCC2)cc1	-0.3%	10.0%	-1.6%	-17.8%	-0.4	-3.7%	-4.1%	-6.2%	-14.3%
COc1cccc(CNC(=O)CCNS(=O)(=O)c2cccc3nonc23)c1	1.4%	3.3%	-1.4%	-11.0%	14.4	-5.6%	-0.2%	-11.8%	69.3%[activator]
CCCCCN1C(C(=O)c2ccccc2)=C(NC(C)=O)c2ccccc2S1(=O)=O	0.4%	-1.1%	-9.8%	-7.5%	3.2	.	-11.9%	-15.2%	-23.2%
O=c1ncn(-c2cccc(Cl)c2)c2ccccc12	.	-2.9%	.	.	.	.	-20.3%	3.1%	-15.8%[58.9 µM]
C[C@]12CCC(=O)C=C1CC[C@@H]1C2[C@@H](O)C[C@@]2(C)[C@H]1CC[C@]2(O)C(=O)CO (stereo partly drawn)	10.6%[57.1 µM]	.	0.9%	.	.	-1.8%&-2.3%	.	-10.8%[19.4 µM]	-2.8%[58.9 µM]
COc1ccc(Cn2c(CNC(=O)Cc3cccc([N+](=O)[O-])c3)nc3cccnc32)cc1	?	1.8%	-3.6%	-6.6%	-1.2	.	-2.6%	-7.1%[60.1 µM]	-12.0%
NC(=S)N/N=C/c1ccc(-c2ccccc2)o1	-1.9%	-11.4%	-8.5%	-8.3%	-1.0	-4.9%	.	0.4%	32.9%[activator]
Cc1cccc(OCC(=O)NCC(=O)N/N=C/c2ccccc2)c1	28.6%	6.6%	-4.2%	-4.2%	-1.3	20.7%	5.6%	-11.1%	19.5%
CC(=O)N1CCc2cc(S(=O)(=O)NC(Cc3ccccc3)C(=O)Nc3ccc(Cl)cc3)ccc21 (stereo not drawn)	-0.1%	-2.1%	-3.9%	145.0%[activator]	-0.9	.	4.0%	3.7%	-5.6%
CCC(CO)NC(=O)c1cccc(S(=O)(=O)N2c3ccccc3CC2C)c1 (stereo not drawn)	-1.8%	1.3%	-0.4%	-11.9%	-0.3	-0.6%	0.0%	-14.0%	4.7%
Cc1cc(S(=O)(=O)N2CCCC2)ccc1OCC(=O)N1CCCCC1	15.8%	0.5%	0.1%	-9.5%	0.7	19.8%	-9.2%	2.5%	11.8%
COc1ccc(C(CNC(=O)c2cccc(NS(=O)(=O)c3ccc(C)c(F)c3)c2)N(C)C)cc1 (stereo not drawn)	.	0.1%	.	.	-0.4	-1.8%	-11.1%	6.1%	32.7%[activator]
O=C(CNC(=S)N(Cc1ccccc1)Cc1ccccc1F)NCCc1ccc(Cl)cc1	0.9%	-9.6%	-17.0%	65.0%[activator]	1.4	?	?	0.0%	70.3%[activator]
CCc1ccc(NC(=O)Cn2c(=O)nc(-c3ccccc3F)c3cc(Cl)ccc32)cc1	1.1%	4.2%	-5.4%	-15.5%	0.3	.	-8.8%	0.9%[60.1 µM]	24.8%
CCC(=O)N1c2ccc(S(=O)(=O)N3CCOCC3)cc2CC1C (stereo not drawn)	0.2%	14.6%	1.0%	5.3%	0.7	50.1%[activator]	0.9%	-2.0%	-8.8%
COc1ccc(CNC(=O)CCCCCn2c(=O)[nH]c3ccccc3c2=O)cc1	-19.3%	2.1%	1.8%	2.3%	-0.1	.	-26.0%	-0.6%[60.1 µM]	21.4%
Nc1ccccc1SC1CC(=O)N(Cc2ccccc2)C1=O (stereo not drawn)	-16.0%	2.1%	-3.2%	-22.0%	0.0	3.0%	-5.3%	-0.1%	1.0%
COc1cc(NC(=O)NCC2CCN(Cc3ccc(C)cc3)CC2)cc(OC)c1OC	0.2%&-0.9%	-9.6%&-3.9%	-6.0%&1.2%	0.3%&-7.5%	0.0&0.6	10.4%	0.0%&-17.5%	-5.5%&0.8%	74.8%&-14.7%[activator]
[O-][n+]1nc2ccccc2c2ccccc21	.	6.0%	.	.	.	.	-12.9%	0.3%	-6.9%
CCCn1nc(C(=O)OCC(=O)Nc2ccc(C)cc2)c2ccccc2c1=O	.	-0.9%	.	.	.	19.9%	-22.0%	1.6%	30.4%[activator]
C/C(=N/NC(=O)c1ccc2c(c1)OCO2)c1cccc(NC(=O)C(C)(C)C)c1	18.3%	-4.6%	-0.8%	-21.1%	0.2	2.4%	0.0%	1.5%	-5.3%
Cc1ccc(-c2nn(-c3ccccc3)cc2C(=O)NCCCN2CCOCC2)cc1	4.0%	-8.8%	-0.4%	-4.1%	-0.4	35.8%	-15.1%	-1.9%	4.7%
CC(C)c1ccc(N(CC(=O)O)S(=O)(=O)c2ccc3[nH]c(=O)c(=O)[nH]c3c2)cc1	-6.9%	1.5%	-1.9%	1.4%	0.6	.	-16.3%	-3.1%[60.1 µM]	2.4%
CCOC(=O)n1c(SCC(=O)N(CC)CC)nc2ccccc21	18.0%	8.2%	-5.9%	-15.5%	0.6	2.6%	20.5%	5.7%	0.8%
CC1(c2ccc(Cl)cc2)NC(=O)N(CC(=O)NCCC2=CCCCC2)C1=O (stereo not drawn)	.	6.1%	.	.	0.2	5.1%	-15.8%	8.7%	9.5%
Fc1cc(Br)ccc1Nc1nc2ccccc2n2nnnc12	2.4%	-13.3%	4.0%	0.3%	0.3	0.2%	24.9%	-4.5%	15.0%
O=C(Cn1c(=O)c2cccn2c2ccccc21)NCc1ccccc1F	-1.5%	5.5%	-2.8%	-2.6%	-0.6	.	3.0%	-0.1%	13.6%
CCc1ccccc1NC(=S)NN	3.1%	.	-4.4%	-19.2%	0.4	-0.8%	-23.5%	.	.
O=C(c1cc(-c2ccc(Cl)c(Cl)c2)on1)N1CCN(c2ccccc2)CC1	20.2%	1.4%	-2.6%	-11.8%	0.1	-3.6%	-10.7%	4.2%	-23.3%

Given comma-delimited: part of the list above.
structure,POLB inh,ERG Ets-DNA blk,BLM helicase inh,Anesthetic bind,TRHR ag,APEX1 inh,ALOX12 inh,Pol kappa inh,POLI inh
O=C(c1cc(-c2ccc(Cl)c(Cl)c2)on1)N1CCN(c2ccccc2)CC1,20.2%,1.4%,-2.6%,-11.8%,0.1,-3.6%,-10.7%,4.2%,-23.3%
CCOC(=O)n1c(SCC(=O)N(CC)CC)nc2ccccc21,18.0%,8.2%,-5.9%,-15.5%,0.6,2.6%,20.5%,5.7%,0.8%

ALOX12 inh, what is marked active above
canonical_smiles	ERG Ets-DNA blk	BLM helicase inh	TRHR ag	APEX1 inh	ALOX12 inh	Pol kappa inh	POLI inh
S=C(NCCCc1ccccc1)NC1CCCCC1	-0.7%	-3.7%	2.1	21.3%	44.7µM*	-6.0%	1.3%
